P. falciparum M1AAP: malaria alanyl aminopeptidase activity blockers – biochemical, fluorogenic H-Leu-NHMec substrate, 1536-well (AID 1445); recombinant M1AAP, H-Leu-NHMec fluorogenic kinetic assay; higher % means a stronger effect; inhibition, % at 30 µM; hits with a dose series show IC50 in µM; actives 0.42% (n = 220,000);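 active = primary inhibition above the hit cutoff, then over 50% inhibition at one or more dose response concentrations, cut at about 23% in these data, passing the limit was not always enough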;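 also: plate controls were DMSO full reaction for no effect and no enzyme background for full effect; strong numbers were not always called active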
LYP inhibition: inhibitors of LYP phosphatase, biochemical, fluorescence intensity, uHTS (AID 1779) | one-dose inhibition, % at 11.5 µM; IC50 in µM for titrated hits | actives 0.054% (n = 290,000) | recombinant LYP phosphatase, fluorescence intensity; higher % means a stronger effect;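 also: plate controls were vehicle with enzyme for no effect and no enzyme for full effect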
M17LAP inhibition: P. falciparum M17LAP inhibitors, primary screen, biochemical, fluorogenic H-Leu-NHMec substrate, 1536-well (AID 1619) | recombinant M17LAP, H-Leu-NHMec fluorogenic kinetic assay; higher % means a stronger effect | inhibition, % at 30 µM; hits with a dose series show IC50 in µM | actives 0.38% (n = 220,000);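 active = compound inhibiting the enzyme by more than half at any dose during confirmatory dose-response retesting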;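 also: plate controls were full reaction with DMSO carrier for no effect and no enzyme background for full effect; strong numbers were not always called active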
XIAP antagonists: XIAP antagonists, biochemical, IAP family, fluorescence polarization (AID 1018). displacement, % at 20 µM, or IC50 in µM where a hit was titrated. XIAP BIR domain, fluorescence polarization peptide displacement; higher % means a stronger effect. actives 0.007% (n = 200,000); in the data active = displacement above about 50%; also: a part of the inactive calls stands beside numbers as strong as those of hits
AID2073: inhibitors of Mint1-CaV2.2 protein interaction, biochemical, HTRF (AID 2073) | HTRF protein-protein interaction, Mint1-CaV2.2; higher % means a stronger effect | inhibition, % at 20 µM; hits with a dose series show IC50 in µM | actives 0.19% (n = 290,000); in the data active = inhibition mostly above about 51%, no sharp cut-off; also: some results filed as inactive read as strong as hits
NOD2 inhibition: NOD2 signaling inhibitors, cell-based, luminescence, uHTS, HEK293 (AID 1566). inhibition, % at 4 µM, or EC50 in µM where a hit was titrated. actives 0.63% (n = 290,000). HEK293 NOD2/NF-kB luciferase reporter, luminescence; higher % means a stronger effect; also: many of its hits are not listed in these tables
CSM14.1 death rescue: protection against thapsigargin-triggered cell killing – 384-well, CSM14.1, ATP luminescence, primary screen (AID 1222) | cellular ATP content (survival), % at 20 µM; hits with a dose series show EC50 in µM | CSM14.1 thapsigargin-induced death rescue, ATP luminescence; higher % means a stronger effect | 190,000 tested, under 10 active;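 active = EC50 below 50 µM in the dose-response confirmation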;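 also: death triggered by thapsigargin at about 15 µM added after 2 h compound pretreatment; cell ATP read after overnight thapsigargin exposure of roughly 18 to 22 hours; normalized against plate controls of thapsigargin alone and 5% DMSO vehicle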
Lipid droplet: hepatic lipid droplet formation modulation; AML12 mouse hepatocytes, oleate lipid droplets, BODIPY imaging; inhibition, % at 6.5 µM; actives 0.4% (n = 240,000);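 active = lipid droplet intensity inhibited by at least 50%, with more than 500 cells counted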
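Technique: fluorescence imaging, 20x objective, two fields per well / Assay system: AML12 hepatocytes (mouse) / Measure: % inhibition of lipid droplet signal / Doses: 6.5 µM single-point dosing / Incubation: overnight exposure / Reagent: 100 µM oleic acid challenge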
SIAH1 antagonists: Siah-1 peptide-binding antagonists, primary screen, biochemical, fluorescence polarization, rhodamine-plectin, uHTS (AID 1817). Siah-1 / rhodamine-plectin peptide fluorescence polarization; higher % means a stronger effect. displacement, % at 20 µM; hits with a dose series show IC50 in µM. actives 0.02% (n = 290,000);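 active = displacement of at least 50% at 20 µM, with a fluorescence ratio check between 0.3 and a set limit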;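 also: plate controls were Siah plus tracer with DMSO for no effect and tracer alone without Siah for full effect; strong numbers were not always called active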
Lipid droplet cells 6.5 µM: further read-out of Lipid droplet, marked with its call; cell count; measured here: cell count, cytotoxicity flag;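 cells counted across two imaged fields per well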
An asterisk follows results filed as active; x = not tested or not shown. Rule as the data show it, unless noted: active = inhibition above about 50%; inactive = the rest. The list is partial. The share of hits here may be higher or lower than overall.

SMILES | P. falciparum M1AAP | LYP inhibition | M17LAP inhibition | XIAP antagonists | AID2073 | NOD2 inhibition | CSM14.1 death rescue | Lipid droplet | Lipid droplet cells 6.5 µM | SIAH1 antagonists
COCCn1c(SCC(=O)NC(C)c2ccccc2)nc2ccccc21 (stereo unspecified) | x | -12% | x | x | -5% | -7% | x | -3 | 712 | -4%
CCn1cc(C(=O)N2CCCC(C(=O)c3ccc4ccccc4c3)C2)cn1 (stereo unspecified) | x | -8% | x | x | 15% | 4% | x | -4 | 832 | -1%
CC(C)(C)C(O)(CC#CCN1CCCC1)c1ccccc1 (stereo unspecified) | 1% | -8% | 8% | -3.6% | -11% | -1% | -0.3% | 6 | 771 | -6%
Cc1ccccc1NC(=O)/C=C/c1cccc(C(F)(F)F)c1 | 4% | 2% | 20% | -5.6% | 0% | -6% | -1.4% | x | x | 4%
CCC(=O)N1c2ccc(S(=O)(=O)N3CCN(CC)CC3)cc2CC1C (stereo unspecified) | x | -3% | x | x | 5% | -8% | x | -6 | 715 | 0%
Cc1ccccc1CN(C)CCS(=O)(=O)c1cc(Cl)ccc1Cl | x | -8% | x | x | -2% | -15% | x | -19 | 816 | -2%
COc1ccc(C(=O)NCc2nnc(SCC(=O)N3CCCc4ccccc43)o2)cc1OC | -13% | -9% | -8% | 0.8% | -3% | 16% | 2.8% | -6 | 688 | -3%
CCOC(=O)C1CCCN(C(=O)c2ccc(CS(=O)(=O)c3ccc(C)cc3)o2)C1 (stereo unspecified) | 6% | -1% | 13% | -2.5% | 3% | 8% | -0.8% | x | x | -5%
CCN(CC)c1ccc(NC(=O)Nc2ccccc2)cc1 | x | -9% | x | x | -28% | -83% | x | x | x | 1%
CCN1C(=O)C(C(=O)c2ccccc2)SC1=S (stereo unspecified) | 7% | -1% | 16% | -4.8% | 18% | 2% | 0.9% | 0 | 675 | -5%
O=C(Nc1ccc(S(=O)(=O)N2CCc3ccccc32)cc1)c1ccc2c(c1)OCO2 | 2% | 3% | 13% | -3.5% | 14% | 12% | -2.1% | -2 | 685 | 4%
CC(=O)Nc1ccc(-c2csc(Nc3ncccn3)n2)cc1 | 0% | -4% | -9% | -2.5% | 38% | -83% | 2.5% | 8 | 700 | 1%
Cc1ccc(C(=O)N/C(=C\c2cccs2)C(=O)NCCCn2ccnc2)cc1 | 12% | -9% | 17% | -24% | -1% | 24% | 14% | -2 | 696 | 4%
CCn1nc(C(=O)Nc2nc3ccc(C)cc3s2)c2ccccc2c1=O | 5% | 2% | -6% | -6.6% | 46% | 25% | 6.6% | 1 | 803 | 3%
COc1ccc(OC)c(NC(=O)CSc2nnc(CNC(=O)c3ccccc3F)o2)c1 | x | -8% | x | x | 2% | 8% | x | -10 | 715 | -5%
Cc1nc2c(sc(=S)n2Cc2ccco2)c(=O)n1CC(=O)Nc1ccccc1Cl | x | -2% | x | x | -14% | 4% | x | -16 | 726 | -4%
CC1CCC/C(=C(\C#N)c2nc(-c3cc4ccccc4oc3=O)cs2)C1 (stereo unspecified) | 11% | -3% | 5% | -4.8% | 20% | -22% | -5.7% | -12 | 663 | 8%
CCCCNC(=O)CCn1nc(-c2ccc(C)cc2)c2ccccc2c1=O | x | -7% | x | x | 2% | -4% | x | -1 | 427 | -7%
Cn1c(-c2cnn(-c3ccccc3)c2N)n[nH]c1=S | 12% | -7% | -12% | -5.2% | -15% | -4% | -0.2% | 13 | 671 | 0%
CSc1oc(-c2ccccc2)nc1S(=O)(=O)c1ccc(C)cc1 | 14% | -13% | -3% | -4.0% | 11% | 9% | -0.2% | x | x | -1%
CN1/C(=C\C(=S)NC(=O)c2cccc(Br)c2)C(C)(C)c2ccccc21 | 6% | 1% | 11% | -6.5% | -16% | 2% | 0.7% | 16 | 666 | -17%
CCc1nc(N)c(C#N)c(-c2ccc(O)c(OC)c2)c1C | 5% | -6% | -3% | 0.1% | -3% | 3% | -1.7% | x | x | 0%
CC1(C)Cc2c(c(-c3ccccc3)nc(N3CCCC3)c2C(N)=O)CO1 | 7% | 2% | 17% | -1.8% | 1% | -6% | -0.6% | 10 | 712 | -6%
NC(=O)C1CCN(C(=O)c2cc(S(=O)(=O)N3CCOCC3)c(Cl)cc2Cl)CC1 | 11% | -3% | -2% | -3.9% | 4% | 18% | -2.0% | -5 | 793 | -5%
COC(=O)c1c(C(=O)OC)c(-c2ccc(F)cc2)n2c1CS(=O)C2 (stereo unspecified) | x | -10% | x | x | 1% | 5% | x | -9 | 813 | 1%

An excerpt from above in order of SMILES length, rising:
SMILES | P. falciparum M1AAP | LYP inhibition | M17LAP inhibition | XIAP antagonists | AID2073 | NOD2 inhibition | CSM14.1 death rescue | Lipid droplet | Lipid droplet cells 6.5 µM | SIAH1 antagonists
CCN1C(=O)C(C(=O)c2ccccc2)SC1=S (stereo unspecified) | 7% | -1% | 16% | -4.8% | 18% | 2% | 0.9% | 0 | 675 | -5%
CC(C)(C)C(O)(CC#CCN1CCCC1)c1ccccc1 (stereo unspecified) | 1% | -8% | 8% | -3.6% | -11% | -1% | -0.3% | 6 | 771 | -6%
CCc1nc(N)c(C#N)c(-c2ccc(O)c(OC)c2)c1C | 5% | -6% | -3% | 0.1% | -3% | 3% | -1.7% | x | x | 0%
Cc1ccccc1NC(=O)/C=C/c1cccc(C(F)(F)F)c1 | 4% | 2% | 20% | -5.6% | 0% | -6% | -1.4% | x | x | 4%
CCCCNC(=O)CCn1nc(-c2ccc(C)cc2)c2ccccc2c1=O | x | -7% | x | x | 2% | -4% | x | -1 | 427 | -7%
CCC(=O)N1c2ccc(S(=O)(=O)N3CCN(CC)CC3)cc2CC1C (stereo unspecified) | x | -3% | x | x | 5% | -8% | x | -6 | 715 | 0%
CC1CCC/C(=C(\C#N)c2nc(-c3cc4ccccc4oc3=O)cs2)C1 (stereo unspecified) | 11% | -3% | 5% | -4.8% | 20% | -22% | -5.7% | -12 | 663 | 8%
COc1ccc(OC)c(NC(=O)CSc2nnc(CNC(=O)c3ccccc3F)o2)c1 | x | -8% | x | x | 2% | 8% | x | -10 | 715 | -5%

(more compounds)
SMILES | P. falciparum M1AAP | LYP inhibition | M17LAP inhibition | XIAP antagonists | AID2073 | NOD2 inhibition | CSM14.1 death rescue | Lipid droplet | Lipid droplet cells 6.5 µM | SIAH1 antagonists
CCOc1ccccc1-c1nc(-c2cc3ccc(C)cc3[nH]c2=O)no1 | -2% | -1% | -5% | -2.6% | 0% | 8% | -1.4% | -33 | 729 | 9%
COc1ccc(-n2nc(C(=O)NCC(=O)NC3CCCCC3)c3ccccc3c2=O)c(OC)c1 | x | -8% | x | x | 14% | 0% | x | 3 | 809 | 11%
O=C(O)CSCC(=O)Nc1ccccn1 | -3% | 0% | 4% | x | 10% | 10% | x | -7 | 706 | 2%
Cn1c(=NC(=O)c2cccc([N+](=O)[O-])c2)sc2ccccc21 | 7% | -9% | 4% | -8.2% | 6% | -89% | 2.9% | -21 | 697 | 4%
C#CCOCCOCCOCCNc1nc(N2CCN(C(=O)[C@H](Cc3cc4ccccc4[nH]3)n3cc([C@@H](N)Cc4ccc(O)cc4)nn3)CC2)nc(N2CCN(C(=O)[C@H](Cc3cc4ccccc4[nH]3)n3cc([C@@H](N)CC(C)C)nn3)CC2)n1 | 5% | -30% | 12% | x | 52%* | 5% | x | 10 | 666 | 3%
COc1ccc(C(=O)NNC(=O)OC(C)(C)C)cc1 | -1% | -5% | 13% | x | 4% | 5% | x | -1 | 726 | 10%
Cc1ccc2ncnc(Nc3ccc(C)c(C)c3)c2c1 | 4% | -5% | -5% | -4.3% | 6% | -6% | -1.0% | -5 | 664 | 2%
COc1cc2c(cc1OC)CN(C(=O)c1sccc1C)CC2 | 6% | -7% | 7% | x | -8% | 8% | x | -30 | 718 | 10%
Cc1ccc(-c2nc(N)n(C(=O)c3ccco3)n2)cc1 | 7% | 2% | 9% | 0.9% | 17% | -6% | -1.7% | 2 | 734 | 6%
O=C(CCCC(=O)N1CCN(c2ccccc2F)CC1)c1ccccc1 | x | -7% | x | x | 10% | -19% | x | -6 | 773 | -2%
C/C(=N/Nc1ccc([N+](=O)[O-])cc1)c1c[nH]c2ccccc12 | x | -3% | x | x | -8% | -18% | x | 13 | 738 | -1%
COc1ccc(N(C(=O)c2cccnc2)S(=O)(=O)c2ccc3c4c(cccc24)C(=O)N3C)cc1 | 2% | 0% | 11% | -2.5% | 47% | -10% | 0.6% | 15 | 687 | 4%
O=C(NN=C1CCCC1)C1COc2ccccc2O1 (stereo unspecified) | -2% | -9% | 1% | -3.7% | 4% | -4% | -1.6% | -9 | 698 | -6%
COc1ccc(N(C(=O)c2snc(C(N)=O)c2N)C(C(=O)NCC2CCCO2)c2ccc3ncccc3c2)cc1OC (stereo unspecified) | x | -1% | x | x | 6% | 13% | x | 5 | 813 | 10%
Cc1cc(N2C(=O)CC(N3CCN(c4ccc(C(=O)c5cccs5)cc4)CC3)C2=O)no1 (stereo unspecified) | 9% | -3% | 4% | -3.9% | 13% | -2% | -1.5% | -8 | 603 | 9%
CC(=O)NNc1nc2ccccc2s1 | 3% | -3% | 10% | -4.3% | 27% | 9% | 6.4% | x | x | -1%
CCOC(=O)c1noc(C)c1C(=O)Nc1cccc(F)c1 | 7% | -2% | -3% | 0.3% | 2% | 0% | 0.2% | -1 | 673 | 0%
COc1ccc(Cl)cc1NC(=O)CNc1ccc(F)cc1C | 8% | -1% | -2% | -2.9% | -8% | -1% | -0.5% | -25 | 630 | 3%
NC(=S)N/N=C/c1ccccc1OC(=O)c1cc2ccccc2oc1=O | x | -4% | x | x | 0% | -6% | x | -2 | 679 | -2%
N/C(=N\OC(=O)c1cc(-c2ccccc2)nc2ccccc12)c1ccc(Cl)cc1 | 4% | 4% | -4% | 41% | -1% | -34% | 1.5% | x | x | -1%
CCN1CCN(CCCNC(=O)CCC(=O)N2CCOc3ccccc32)CC1 | x | -6% | x | x | 5% | -13% | x | 4 | 749 | 1%
COc1ccc(CNC(=O)c2cc3cccc(OC)c3oc2=N)cc1 | x | -4% | x | x | 6% | 4% | x | -11 | 824 | 5%
Nc1nc(-c2cccs2)c(NC(=O)c2ccccc2)s1 | 0% | -7% | 1% | 2.6% | 40% | 12% | -1.2% | x | x | 5%
